FID counter – compounds displacing fluorescent DNA intercalator, primary screen, artefact control for HCV NS3 helicase inhibitor project, biochemical, FID fluorescence | DNA fluorescent intercalator displacement | actives 0.17% (n = 290,000) | inhibition, % at 7.9 µM; in the data active = inhibition above about 37%;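 note: 0% = vehicle and 100% = reference compound; higher means more ethidium bromide displaced from hairpin DNA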
VIM-2 inhibitor – VIM-2 metallo-beta-lactamase inhibitors, primary screen, biochemical, epi-absorbance readout, Pseudomonas aeruginosa enzyme | purified VIM-2, nitrocefin hydrolysis, epi-absorbance fluorescence | inhibition, % at 5.6 µM | actives 0.89% (n = 290,000) | AID 1527, 2009;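 active = inhibition above the mean of all tested compounds plus 3 SD, cutoff set per screening run, cut at about 7.5% in these data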;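 note: red hydrolysis product quenches plate fluorescence so inhibitors raise well fluorescence; 0% = enzyme with DMSO and 100% = DMSO without enzyme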
HCV NS3 hel inh – inhibitors of HCV NS3 helicase, primary screen, biochemical, Cy5 molecular beacon fluorescence. Hepatitis C virus NS3 helicase. NS3 helicase DNA unwinding. inhibition, % at 10.9 µM. actives 0.56% (n = 290,000). AID 1800, 2009;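 active = inhibition above the mean of all tested compounds plus 3 SD, set per campaign, cut at about 35% in these data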;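 note: 0% = DMSO wells and 100% = thioflavine S control wells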
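assay system = NS3 helicase fragment of HCV | buffer or medium = MOPS pH 6.5, MgCl2, DTT, Tween20, BSA | timing = 60 min unwinding reaction at 25 °C after ATP addition | signal = Cy5 beacon fluorescence read at start and 1 h | read-out basis = % inhibition of unwinding | control set = low DMSO, high thioflavine S at 110 µM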
IMP-1 inhibitor – IMP-1 metallo-beta-lactamase inhibitors, primary screen, biochemical, epi-absorbance readout, Pseudomonas aeruginosa enzyme; actives 0.45% (n = 290,000); metallo-beta-lactamase IMP-1 (Pseudomonas aeruginosa); purified IMP-1, nitrocefin hydrolysis, epi-absorbance fluorescence; inhibition, % at 5.6 µM;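 active = inhibition above the mean plus 3 SD of all compounds in the same screening run, cut at about 4.5% in these data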;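 note: 0% = IMP-1 with DMSO and 100% = DMSO wells lacking enzyme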
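System – purified recombinant IMP-1 beta-lactamase · Input – IMP-1 dispensed at 0.2 nM · Timing – 15 min preincubation plus 25 min reaction at 25 °C · Signal – Epi-absorbance fluorescence, 480 nm excitation, 530 nm emission · Measure – percent IMP-1 inhibition derived from blank-referenced optical density · Controls – Enzyme-plus-DMSO low control, enzyme-free DMSO high control · Replication – singlicate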
GalR3 antagonist – GalR3 antagonists in HEK293 cells, primary screen, cell-based, fluorescence readout. Galanin receptor type 3 (Homo sapiens), O60755. inhibition, % at 3 µM. actives 0.44% (n = 360,000). HEK293 GalR3-CNG cAMP membrane potential fluorescence; galR3 body fused to GalR1 C-terminus;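 active = inhibition above the screen-wide average plus 3 SD, cut at about 13% in these data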;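 note: forskolin and galanin both at EC90 stimulate the cells; cAMP rise reported by CNG channel membrane potential dye signal; 0% = forskolin plus galanin with DMSO and 100% = forskolin alone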
Target sequence (O60755 1-299 limits assumed): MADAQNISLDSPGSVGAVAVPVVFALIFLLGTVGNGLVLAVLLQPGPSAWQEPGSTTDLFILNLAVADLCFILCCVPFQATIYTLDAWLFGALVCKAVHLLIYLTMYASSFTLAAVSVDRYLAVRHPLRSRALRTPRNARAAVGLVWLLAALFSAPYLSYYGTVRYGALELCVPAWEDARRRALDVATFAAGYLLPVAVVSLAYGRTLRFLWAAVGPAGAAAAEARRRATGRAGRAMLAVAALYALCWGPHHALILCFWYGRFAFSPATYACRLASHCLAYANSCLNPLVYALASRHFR
OXTR agonist – human OXTR agonists, primary screen, fluorescence, CHO-OTR cells, Fluo-8 calcium | activation, % at 3 µM | actives 0.32% (n = 320,000) | Fluo-8 calcium fluorescence; normalized: DMSO 0%, oxytocin 100% | AID 2435, 2010;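 active = activation above the mean of all tested compounds plus 3 SD, cutoff set per screening run, cut at about 20% in these data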;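 note: peak over basal fluorescence ratio from a 100 s FLIPR kinetic read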
PHOSPHO1 inh – PubChem AID 1565 | Phosphoethanolamine/phosphocholine phosphatase (Homo sapiens), Q8TCT1 | recombinant PHOSPHO1, absorbance phosphatase assay | inhibition, % at 13.3 µM | actives 1.1% (n = 290,000); in the data active = inhibition above about 60%
GPR7 antag – GPR7 receptor antagonists, primary screen, cell-based, fluorescence, single concentration. Neuropeptides B/W receptor type 1 (Homo sapiens), P48145. GPR7-expressing cells, fluorescence antagonist assay. inhibition, % at 4.4 µM. actives 1.1% (n = 290,000); in the data active = inhibition above about 16%, passing the limit was not always enough;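 note: cells stimulated with the agonist NPW; 0% = agonist with vehicle and 100% = vehicle without agonist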
Target sequence (P48145 whole entry, looked up): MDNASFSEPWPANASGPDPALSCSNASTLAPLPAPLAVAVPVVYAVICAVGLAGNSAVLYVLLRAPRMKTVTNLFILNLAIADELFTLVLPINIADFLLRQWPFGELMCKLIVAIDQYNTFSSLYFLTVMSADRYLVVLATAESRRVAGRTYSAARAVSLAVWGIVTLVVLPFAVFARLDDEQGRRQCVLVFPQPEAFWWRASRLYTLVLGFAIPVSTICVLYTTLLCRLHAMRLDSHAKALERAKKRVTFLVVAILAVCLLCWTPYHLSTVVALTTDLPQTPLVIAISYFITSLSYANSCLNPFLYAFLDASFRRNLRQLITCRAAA
V1aR counter – agonists of human V1a receptor, primary screen, counter-screen for OXTR agonist project, fluorescence, CHO-V1R cells | Vasopressin V1a receptor (Homo sapiens), P37288 | activation, % at 3 µM | Fluo-8 calcium fluorescence, agonist mode; 0% DMSO, 100% 3 nM vasopressin | actives 0.25% (n = 320,000);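 active = activation above the mean activation of all tested compounds plus 3 SD, per screening run, cut at about 20% in these data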;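 note: signal is peak over basal fluorescence ratio across a 100 second FLIPR read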
Target sequence (P37288 whole entry, looked up): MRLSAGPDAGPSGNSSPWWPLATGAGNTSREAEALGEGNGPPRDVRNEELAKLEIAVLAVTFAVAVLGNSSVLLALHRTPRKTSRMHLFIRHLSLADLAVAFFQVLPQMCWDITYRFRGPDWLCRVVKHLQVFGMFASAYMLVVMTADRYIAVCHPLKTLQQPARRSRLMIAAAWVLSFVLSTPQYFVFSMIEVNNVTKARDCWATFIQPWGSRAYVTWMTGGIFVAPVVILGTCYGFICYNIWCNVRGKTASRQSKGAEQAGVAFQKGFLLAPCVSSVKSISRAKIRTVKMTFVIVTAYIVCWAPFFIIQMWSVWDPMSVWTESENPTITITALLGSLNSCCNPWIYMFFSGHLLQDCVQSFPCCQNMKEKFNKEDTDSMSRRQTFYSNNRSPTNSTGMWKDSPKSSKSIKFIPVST
Starred values were filed as active, the others as inactive; . = not tested or not shown. Not a hit list, and some 4.3% of all compounds hit somewhere here.

Structure	VIM-2 inhibitor	HCV NS3 hel inh	FID counter	PHOSPHO1 inh	IMP-1 inhibitor	GPR7 antag	GalR3 antagonist	OXTR agonist	V1aR counter
COc1ccc(N2C(=O)CC(NNC(=O)c3cccnc3)C2=O)cc1 (stereo unspecified)	-1.4	-10	-3	38	-3.7	-16	1	1.1	0.4
CC(C)(C)c1ccc(-n2ncc3c2CCCC3NC(=O)CCn2cncn2)cc1 (stereo unspecified)	0.1	0	-36	-5	-0.4	-4	-4	0.1	2.2
O=C(Nc1ccc(S(=O)(=O)Nc2nccs2)cc1)c1cnc(Cl)c(Cl)c1	2.1	0	-7	20	0.0	-3	-5	-0.6	0.7
CCC(C)c1ccccc1N=Cc1ccc2c(c1)OCO2 (stereo unspecified)	-2.0	17	-3	0	-2.7	12	-9	0.9	1.4
CC(C)Oc1ccc(CNC2CCOC(C)(C)C2)cc1 (stereo unspecified)	-3.8	4	1	6	-4.8	-8	-1	0.1	0.0
CC12CCC(C(=O)NCC3CCCO3)(OC1=O)C2(C)C (stereo unspecified)	-1.0	6	-2	12	-0.8	0	0	0.9	0.3
O=c1c([N+](=O)[O-])c(N2CCOCC2)c2ccccc2n1-c1ccccc1	-2.7	-26	-3	6	-3.6	-2	-5	0.6	-0.5
O=C(O)CSC1c2ccccc2C(=O)N1Cc1ccccc1 (stereo unspecified)	-2.5	-17	-5	19	-0.9	-14	-3	0.3	0.3
COC(=O)C(Cc1ccccc1)NC(=O)CNC(=O)c1ccccc1OC (stereo unspecified)	-0.1	2	-23	24	-2.9	3	-5	0.7	-0.4
CCOc1ccc2ccccc2c1/C=N/n1cncn1	-0.7	-1	-2	-14	-0.9	-12	-1	-1.7	-0.6
Cc1csc(NC(=O)c2nc3nc(C)cc(C)n3n2)n1	-4.5	-1	5	3	-3.8	0	-2	0.1	1.0
O=C(Nc1ccc(-c2nc3ccccc3[nH]2)cc1)c1ccco1	-2.4	-3	11	-31	-3.0	6	.	2.6	3.0
COc1ccc(NC(=O)c2cc3c(Cl)nc4ccccc4c3s2)cc1OC	-2.0	-3	-3	-5	-4.2	-14	1	2.3	1.5
O=C(NCc1ccco1)c1nn(-c2ccccc2)c(=O)c2ccccc12	0.7	-3	-6	25	-2.2	-13	-4	-0.8	-1.1
COc1ccc(S(=O)(=O)N(CCCN2CCCC2=O)Cc2cc3cc(C)c(C)cc3[nH]c2=O)cc1	-1.3	-3	-12	16	-0.1	8	-4	.	.
CCn1c(SCC(=O)NC2CCCC2)nnc1-c1ccoc1C	-2.0	-8	-10	18	-0.7	-4	-6	0.2	1.2
Cc1cc(C)n(-c2nc3ccccc3nc2N2CCN(C(=O)c3ccc(F)cc3)CC2)n1	0.2	-5	-36	20	-2.2	-10	0	3.3	2.3
N#Cc1c2n(c3c(=O)n(Cc4ccccc4)cnc13)CCCC2	-1.7	-2	-13	-3	0.8	-5	-7	-0.5	0.0
CCCc1ccc(OCC(=O)O)cc1	-3.7	14	-3	14	-2.0	-8	-4	1.0	-0.2
O=c1c(Cl)c(N/N=C/c2ccc(Cl)cc2)cnn1-c1ccccc1	-4.4	1	-2	-15	-1.1	-4	-3	-0.2	0.4
Cc1nc(-c2ccc3c(c2)OCO3)cs1	-3.1	3	7	-14	-1.6	-5	3	-1.8	-0.5
COC(=O)CSc1nccc(-c2cccs2)n1	-2.1	-4	-1	16	-5.3	-3	3	0.1	-0.7
CC(C)(C)C(=O)N1CCN(c2ccc([N+](=O)[O-])cc2Cl)CC1	0.1	-7	0	.	0.9	15	-4	6.7	6.1
Cc1noc(C)c1COc1cccc(C(=O)Oc2ccc3c(c2)OCO3)c1	1.4	-9	-27	-3	-2.7	18*	-6	1.9	2.9
CCOc1cc(/C=N\NC(=O)Cn2nc([N+](=O)[O-])cc2C)ccc1OCc1cccc2ccccc12	-2.3	-6	-1	-2	-2.2	9	-3	0.5	-0.4
COc1nc(-c2cccs2)cc(-c2ccc(C)cc2)c1C#N	-1.7	0	0	32	-2.2	6	-1	-0.1	0.0
O=C(CSc1nc2c(c(C(F)(F)F)n1)CCc1ccccc1-2)NCc1ccco1	-1.1	7	-3	48	-2.2	6	-3	-0.2	-1.2
Cc1cc(-c2nnc(CCC(=O)NC(C)c3ccc(F)cc3)o2)no1 (stereo unspecified)	-1.8	0	9	35	-2.7	-6	-2	-0.2	-0.2
Cc1ccc(C(=O)NNC(=S)NCC2CCCO2)cc1[N+](=O)[O-] (stereo unspecified)	-1.2	2	-2	-47	-4.9	-7	-2	1.4	1.1
O=[N+]([O-])c1ccc(NCCCN2CCOCC2)c([N+](=O)[O-])c1	0.0	-5	7	40	-0.7	-11	-1	2.9	2.5
COc1cccc(C(=O)N/N=C(/CCC(=O)O)c2ccccc2)c1	-0.7	4	-7	-6	0.3	-11	-3	-0.8	-0.3
NNC(=O)c1sc2nc(N3CCOCC3)c3c(c2c1N)CCCC3	-1.0	3	-18	-10	-2.5	-8	0	-0.9	0.0
CC1(c2nnc(-c3cccc(Cl)c3)o2)CC(c2ccccc2Br)=NO1 (stereo unspecified)	3.0	2	-20	15	1.4	3	-1	0.1	1.4
CC(NC(=O)c1ccccc1O)c1ccccc1 (stereo unspecified)	-4.9	1	-1	6	-3.6	-6	-12	3.3	1.9
O=C(c1cccn2c(=O)c3cc(Cl)ccc3nc12)N1CCOCC1	-3.9	-1	-3	13	-7.9	-3	1	-1.0	-0.5
O=C(COC(=O)CCc1c[nH]c2ccccc12)NCc1ccc(Cl)cc1	6.4	-6	-14	9	-3.2	-3	-2	14	6.9
Cc1ccc(C(=O)N2CCC(C(N)=O)CC2)cc1C	-2.4	0	1	24	-5.9	-13	-5	3.3	0.5
CCN(CC)CCNC(=O)Cn1ncc2ccccc2c1=O	-0.5	-9	0	28	-2.6	-12	0	0.9	0.4
CN(C)c1ccc(CN(C(=O)COc2ccc(F)cc2)C2CCS(=O)(=O)C2)cc1 (stereo unspecified)	-0.8	2	-20	56	-1.9	-8	.	0.2	0.3
CCc1ccccc1NC(=O)CN(C)S(=O)(=O)c1ccc(-c2ccc(=O)[nH]n2)s1	-1.4	8	-33	44	-1.7	-10	-4	0.9	0.1
O=C(O)c1ccc(COc2ccc(/C=N/NC(=O)c3cccs3)cc2)cc1	-2.1	11	-32	77*	-2.9	8	.	0.3	0.5
O=C(O)/C=C/c1cccc2c1OCCO2	-2.9	3	-15	33	-2.8	-12	-2	0.9	-0.5
Nc1c(C(=O)OCC(=O)NCc2ccccc2)[nH]c(=O)[nH]c1=O	6.9	0	2	13	0.4	-20	5	0.1	1.0
CC(=O)c1ccccc1NS(C)(=O)=O	-0.2	16	-1	20	0.4	-4	3	0.8	-0.1
O=C(c1ccc(S(=O)(=O)N2CCCCC2)cc1)N1CCN(CCN2C(=O)c3cccc4cccc(c34)C2=O)CC1	-3.2	-7	-4	-2	-2.4	-12	-6	-0.7	1.6
COc1ccc(Cl)cc1NC(=O)c1ccco1	-2.8	6	-9	-4	-2.2	-12	-3	-2.2	-0.7
C#CCNC(=O)C1=C[C@@H](c2ccc(C(F)(F)F)cc2)[C@H](CCCO)[C@@H](OCC)O1	-2.5	-11	-27	14	-2.6	-7	-5	1.3	1.0
Cc1ccc(NC(=O)COC(=O)CCC(=O)c2ccc(Cl)cc2)cc1S(=O)(=O)N(C)C	2.3	-10	-10	-10	0.4	-3	-4	3.4	3.3
O=C(OC(C(=O)NCc1ccco1)C(OC(=O)c1ccccc1)C(=O)NCc1ccco1)c1ccccc1 (stereo unspecified)	-4.5	9	-34	5	-3.9	9	2	-2.3	0.9
CCN(C(=O)c1cnc(OC)cc1C(F)(F)F)c1ccc(Cl)cc1	-0.7	4	-25	16	-1.5	-11	-2	-2.4	-0.9
O=C(CCCCCNC(=O)c1ccccc1)C[N+](=O)[O-]	-1.6	-6	-6	11	-3.6	-5	-1	-0.9	-0.5
CC(NC(=O)Nc1ccc(F)cc1F)c1ccc2c(c1)OCO2 (stereo unspecified)	-1.8	3	-1	28	-0.6	-17	-4	-1.3	1.2
Cc1ccc(C)c(NC(=O)COC(=O)CCc2ccc(S(=O)(=O)N3CCOCC3)cc2)c1	-2.5	3	-11	13	-3.0	-1	3	1.7	1.9
CCCCc1ccc(NC(=O)COc2ccc(C(=O)Nc3ccccc3OC)cc2)cc1	-3.4	1	-1	3	-2.7	-6	1	-0.7	-0.2
O=S1(=O)N=C(Nc2ccc(N3CCOCC3)c(Cl)c2)c2ccccc21	-1.2	0	2	28	-2.5	-10	-4	2.2	1.1
COc1ccc(-c2nc(-c3ccncc3)no2)cc1	-3.9	-9	-8	.	-2.1	-12	-12	.	.

Continuation:
Structure	VIM-2 inhibitor	HCV NS3 hel inh	FID counter	PHOSPHO1 inh	IMP-1 inhibitor	GPR7 antag	GalR3 antagonist	OXTR agonist	V1aR counter
N/C(=N\OC(=O)Cc1ccccc1[N+](=O)[O-])c1ccncc1	1.6	2	0	-7	-3.0	1	-5	1.2	0.5
Cc1ccccc1NC(=O)N1CCc2ccccc2C1	-0.5	-14	-2	35	-3.4	-9	0	0.5	0.6
Cc1cc(C)nc(N/C(=N\S(=O)(=O)Cc2ccccc2)Nc2ccc(F)c(Cl)c2)n1	-0.6	9	4	1	-2.4	-10	-1	-0.7	-0.8
COc1ccc(-c2cc(C(F)(F)F)nc(SCC(=O)NCCCN3CCOCC3)n2)cc1	-3.3	-13	5	45	-1.0	-11	-4	-0.3	-0.4
COc1cc(OC)c(CN2CCC(CO)(CCOc3ccccc3)CC2)c(OC)c1	2.1	-20	10	64*	-2.6	4	-9	0.6	-0.2

Reprinted at random: two entries already listed.
Structure	VIM-2 inhibitor	HCV NS3 hel inh	FID counter	PHOSPHO1 inh	IMP-1 inhibitor	GPR7 antag	GalR3 antagonist	OXTR agonist	V1aR counter
Cc1ccccc1NC(=O)N1CCc2ccccc2C1	-0.5	-14	-2	35	-3.4	-9	0	0.5	0.6
Cc1cc(C)nc(N/C(=N\S(=O)(=O)Cc2ccccc2)Nc2ccc(F)c(Cl)c2)n1	-0.6	9	4	1	-2.4	-10	-1	-0.7	-0.8

High-throughput results from PubChem.
